Screens from PubChem BioAssay.
PP1 inh: PP1-alpha (human) inhibition in PP5 counter-screen | 320,000 compounds, 0.9% hits | purified PP1alpha, OMFP fluorescence | inhibition, % at 6.7 µM | P62136 | AID 2235;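 active = inhibition above the mean inhibition of all tested compounds plus 3 SD, computed separately for each screening campaign, cut at about 15% in these data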
Target sequence (P62136 whole entry, looked up): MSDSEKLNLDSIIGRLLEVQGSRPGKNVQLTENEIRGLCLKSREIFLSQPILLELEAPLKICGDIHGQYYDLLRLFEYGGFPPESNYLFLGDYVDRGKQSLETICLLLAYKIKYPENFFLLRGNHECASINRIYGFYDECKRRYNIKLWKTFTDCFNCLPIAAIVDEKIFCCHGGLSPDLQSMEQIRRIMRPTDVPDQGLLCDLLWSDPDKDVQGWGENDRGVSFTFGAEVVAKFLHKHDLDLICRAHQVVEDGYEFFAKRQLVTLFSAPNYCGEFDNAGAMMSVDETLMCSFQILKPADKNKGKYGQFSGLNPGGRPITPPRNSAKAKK
LYPLA2 inh: counter-screen for PME1 inhibitors: inhibitors of human LYPLA2 | recombinant LYPLA2, FP-Rh probe fluorescence polarization | inhibition, % at 5.9 µM | 320,000 compounds, 0.38% hits;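 active = inhibition above the screen-wide mean plus 3 SD, limit set per campaign, cut at about 26% in these data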;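 also: 0% = LYPLA2 with DMSO and 100% = wells lacking LYPLA2 enzyme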
PREPL inh: inhibitors of human prolyl oligopeptidase-like enzyme PREPL | recombinant PREPL, fluorescence polarization activity-based probe | inhibition, % at 5.96 µM | 320,000 compounds, 0.68% hits; in the data active = inhibition above about 43%;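 also: 0% = enzyme with DMSO and 100% = wells lacking enzyme; many of its hits are not listed in these tables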
Target sequence (Q4J6C6 whole entry, looked up): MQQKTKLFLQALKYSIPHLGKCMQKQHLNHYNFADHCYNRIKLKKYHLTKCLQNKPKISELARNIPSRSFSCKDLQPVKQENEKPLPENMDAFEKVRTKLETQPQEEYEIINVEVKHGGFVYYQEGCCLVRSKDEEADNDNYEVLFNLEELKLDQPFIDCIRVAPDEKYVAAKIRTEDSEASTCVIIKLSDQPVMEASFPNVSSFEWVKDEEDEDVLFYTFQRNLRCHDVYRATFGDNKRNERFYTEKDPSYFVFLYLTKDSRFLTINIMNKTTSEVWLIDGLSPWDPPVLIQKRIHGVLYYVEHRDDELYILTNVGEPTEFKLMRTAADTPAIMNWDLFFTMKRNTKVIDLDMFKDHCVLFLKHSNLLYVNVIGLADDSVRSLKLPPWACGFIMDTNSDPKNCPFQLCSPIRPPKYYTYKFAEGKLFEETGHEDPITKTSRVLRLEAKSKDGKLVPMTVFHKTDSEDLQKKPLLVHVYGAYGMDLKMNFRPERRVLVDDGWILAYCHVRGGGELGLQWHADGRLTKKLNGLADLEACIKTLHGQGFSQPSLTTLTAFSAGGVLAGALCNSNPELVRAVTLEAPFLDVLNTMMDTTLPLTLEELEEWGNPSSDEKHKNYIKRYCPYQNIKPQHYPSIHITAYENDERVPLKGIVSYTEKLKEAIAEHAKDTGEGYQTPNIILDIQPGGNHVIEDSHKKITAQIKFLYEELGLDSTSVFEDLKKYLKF
Efflux pump mplx: antifungal efflux pump inhibition, Nile Red retention; S. cerevisiae Candida pump triplex; inhibition, % at 10 µM; 330,000 compounds, 0.44% hits; AID 485275;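 active = plate passing quality check with inhibition over a set limit, or well fluorescence over plate mean plus 4 SD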;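 also: Nile Red retained in pooled yeast measured as flow cytometry median fluorescence; 0% = buffer negative control and 100% = Enniatin B positive control; higher means more Nile Red kept so more efflux inhibition; some compounds called inactive have numbers as strong as hits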
HCV core dimer: HCV core protein dimerization inhibition | TR-FRET GST/Flag-core106 dimerization, 1536-well | inhibition, % at 5 µM | 300,000 compounds, 0.33% hits;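 active = inhibition above the mean of all tested compounds plus 3 SD, set per screening campaign, cut at about 45% in these data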
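System: GST/Flag-tagged HCV core106 proteins. Incubation: compound-protein-antibody incubation 4 h at 22.5 °C. Technique: HTRF with 340 nm excitation, 617/671 nm emission. Medium: KF-containing HEPES buffer, pH 7.45, DTT, CHAPS, BSA. Read-out: inhibition (%) from 671 over 617 nm ratio. Also added: Eu(K)-anti-GST 90 ng/mL plus XL665-anti-Flag 1 µg/mL.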
CTSL1 counter: blocks F. hepatica cathepsin L1 in PFM18AAP counter-screen | inhibition, % at 5.96 µM | recombinant F. hepatica cathepsin L1, Z-Leu-Arg-MCA fluorescence | 300,000 compounds, 0.49% hits | AID 1906;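 active = inhibition above the mean of all tested compounds plus 3 SD, set per screening campaign, cut at about 17% in these data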;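 also: 0% = plate median of test compound wells and 100% = 1 µM Z-Phe-Ala-diazomethylketone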
JMJD2C inh: inhibitors of human GASC-1 (JMJD2C) demethylase | Q9H3R0 | GST-JMJD2C(1-420) H3K9me3 demethylation, DELFIA europium | inhibition, % at 2.35 µM | 330,000 compounds, 0.069% hits | AID 2099;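 active = more than half of a compound's replicate wells show inhibition beyond 50%, single wells judged on their own value; inconclusive = some, but no more than half, of replicates pass 50% inhibition; inactive = no replicate passes 50% inhibition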;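 also: signal counts dimethyl H3K9 product captured on neutravidin plate; 0% = median of DMSO wells and 100% = 0.3 times that DMSO median; strong numbers were not always called active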
TPT1 inhibitor: blocks Candida albicans tRNA 2'-phosphotransferase | recombinant caTPT1, FP RNA substrate dephosphorylation | inhibition, % at 5 µM | 300,000 compounds, 0.81% hits | AID 1962;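 active = inhibition above the mean of all tested compounds plus 3 SD, set per screening campaign, cut at about 24% in these data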;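 also: plate controls were DMSO alone for no effect and ferristatin control at 100 nM for full effect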
PP5 inh: inhibitors of human protein phosphatase 5 (PP5); inhibition, % at 6.7 µM; AID 1987; 320,000 compounds, 0.18% hits; P53041; purified PP5c, OMFP substrate fluorescence;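 active = inhibition above the campaign's mean inhibition across all tested compounds plus 3 SD, cut at about 9.5% in these data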;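 also: 0% = DMSO only and 100% = 100 µM cantharidin control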
* marks the source's active call; other numbers are inactive results; ? = inconclusive; . = not tested or not shown; & = joins results of further samples. A portion of the library (hit frequency here may not be typical).

SMILES | PP1 inh | LYPLA2 inh | PREPL inh | Efflux pump mplx | HCV core dimer | CTSL1 counter | JMJD2C inh | TPT1 inhibitor | PP5 inh
Cc1c(NC(=O)c2ccco2)c(=O)n(-c2ccccc2)n1C | 4 | 8 | -1 | -0.1 | -1 | -2 | 13 | -1 | -0.8
NNC(=O)c1sccc1OCc1ccc(Cl)cc1 | -2 | -8 | -12 | 0.0 | 8 | -1 | 13 | -3 | -1.3
O=C(NCc1nnc(SCC(=O)N2CCC(Cc3ccccc3)CC2)o1)c1ccco1 | 5 | 4 | 17 | -0.1 | 2 | -5 | -3 | -1 | -0.5
CC(=O)c1ccc(NC(=O)CCCCCn2nnc3ccccc3c2=O)cc1 | 4 | 18 | -5 | -0.1 | 5 | -1 | -9 | -2 | 0.4
CC(=O)Nc1ccc(N=NN2CCOCC2)cc1 | 7 | 0 | 1 | 0.5 | -5 | 4 | 2 | -1 | 2.5
CC(C)CNC(=O)NC(=O)COc1ncnc2sccc12 | 0 | -4 | 4 | 0.0 | -2 | 1 | 1 | -17 | 2.3
CCn1c(O)c(/C=C2\C=NN=C2c2ccccc2)sc1=S | 3 | -8 | 2 | 0.0 | -3 | -2 | 0 | -2 | 2.5
Cc1cc(-c2ccc(C)c(S(=O)(=O)NCC3CCN(Cc4ccccc4F)CC3)c2)on1 | -2 | -3 | -14 | -0.1 | -1 | 1 | 0 | 0 | -0.7
O=C(NCCc1ccccc1)c1noc2c1CCc1ccccc1-2 | -1 | 6 | -1 | -0.1 | 0 | 0 | 9 | 0 | 1.9
Cc1ccc2c(c1)N(CCC(=O)NCCCOC(C)C)C(=O)C(C)O2 (stereo not given) | -7 | -4 | 5 | -0.1 | -2 | -3 | 6 | -4 | 1.3
CCOc1ccccc1NC(=S)NCC1CCCO1 (stereo not given) | -3 | 10 | 1 | 0.2 | 3 | 6 | -3 | 0 | 4.0
CCOc1cc(/C=N/n2cnnc2)cc(Br)c1O | -4 | -1 | -9 | -0.1 | -12 | -3 | 15 | -6 | -0.1
CCOc1ccc2c(c1)S/C(=C\c1cccs1)C(=O)N2 | -3 | 2 | -5 | -0.1 | -4 | 1 | 4 | 11 | 0.5
COC(=O)[C@@H]1C[C@@]2(O)[C@H](O)[C@H](O)[C@H](O)C[C@H]2N1Cc1ccccc1OS(=O)(=O)c1ccc(C)cc1 | -3 | 7 | -3 | 0.0 | -5 | -3 | -7 | 1 | -0.2
COc1ccc2ccc(=O)oc2c1CC=C(C)C | -4 | 0 | -2 | -0.1 | -1 | 2 | ? | -2 | 2.8
O=C(Nc1ccccc1)n1ccc(-c2ccc(-n3ccnc3)cc2)n1 | -5 | 9 | 1 | 0.1 | 5 | -1 | -2 | 1 | 2.1
CCOc1ccc(CN2CCN(Cc3cn(CC)nc3C)CC2CCO)cc1 (stereo not given) | -1 | 4 | 8 | -0.1 | -11 | -5 | ? | -3 | 5.9
Cc1cc(C)cc(N(C(=O)Cc2cccs2)C(C(=O)NC2CCCCC2)c2ccccn2)c1 (stereo not given) | -2 | -2 | 5 | 0.1 | 7 | 5 | -7 | 2 | -0.5
CC1(C)CC(=O)C=C(Nc2cccc(C(F)(F)F)c2)C1 | 0 | 0 | 5 | 0.0 | -3 | 2 | -15 | -2 | 2.6
C#CCOCCOCCOCCNc1nc(N2CCN(C(=O)CCCCCCCCCCNC(=O)[C@@H](CCSC)n3cc(CCO)nn3)CC2)nc(N2CCN(C(=O)CCCCCCCCCCNC(=O)[C@H]([C@@H](C)CC)n3cc(CCCCCN)nn3)CC2)n1 | 60* | 24 | 40 | 0.3 | 1 | 2 | 10 | 0 | 4.1
CN(C)CCCNS(=O)(=O)c1ccc(Cl)s1 | -4 | -2 | -8 | -0.1 | -1 | -1 | -1 | -2 | -0.1
COC(=O)c1cc(-c2c[nH]c3ccccc23)n[nH]1 | -1 | -2 | 14 | -0.1 | -8 | 0 | -15 | -2 | 1.8
O=C(NCCc1ccccc1)c1oc2ccccc2c1COc1ccccc1 | 10 | -27 | 2 | 1.4 | -5 | -2 | -16 | 0 | 6.7
CCOC(=O)c1ccc(NC(=S)NC(=O)c2nn(CC)cc2Br)cc1 | -5 | 4 | -8 | 0.0 | 6 | -2 | -3 | 1 | -2.9
Cc1c(C(=O)Nc2ccccc2)sc2nc3n(c(=O)c12)CCCCC3 | 2 | 0 | 13 | -0.2 | 6 | 9 | -1 | -3 | -1.4
O=C(Nc1cccc(Cl)c1)C1CCCN(S(=O)(=O)c2ccc(F)cc2)C1 (stereo not given) | 7 | -11 | 1 | 0.0 | 1 | 1 | 1 | -2 | 4.7
CC1=C(C(=O)OC(C)C)[C@@H](c2ccc(C)o2)NC(=O)N1 | 0 | 0 | -1 | 0.1 | 2 | -2 | -1 | 1 | -1.7
Cc1cc(OCC(=O)Nc2ccncc2)cc(C)c1Br | 5 | -3 | -22 | -0.1 | 2 | 2 | 11 | -1 | -1.9
CCOc1ccc(-n2cc(C(=O)NCCOC)c3cc(OC)c(OC)cc3c2=O)cc1 | -4 | -8 | 0 | -0.1 | 1 | -6 | -7 | 0 | 1.5
Cc1cccc(NC(=O)CN2C(=O)N/C(=C\c3cccn3-c3cccc(C(=O)O)c3)C2=O)c1 | -1 | -4 | 2 | 0.0 | -1 | 1 | -1 | 2 | 0.0
CCOC(=O)NC(=S)Nc1c(C)n(C)n(-c2ccccc2)c1=O | -4 | -6 | 0 | -0.1 | 0 | -5 | 10 | 2 | -5.7
COc1ccccc1C(=O)N1CCN(Cc2nc(CC3CC3)no2)CC1 | 1 | 3 | 11 | 0.0 | -4 | 1 | 0 | -2 | -0.6
CCOc1ccc(OCC)c(NC(=O)c2ccc(CNc3c(N4CCOCC4)c(=O)c3=O)cc2)c1 | -2 | -2 | 5 | 0.1 | -75 | -1 | 2&-1 | 1 | 1.1
CC(C)c1ccc(C2CC(=O)N3CN(C)CSC3=C2C#N)cc1 (stereo not given) | 6 | -1 | 0 | 0.1 | -3 | -1 | 1 | -3 | 2.7
c1ccc(CSc2nncn2-c2ccccn2)cc1 | -6 | 1 | -5 | -0.2 | 3 | -6 | -10 | -2 | -0.5
FC(F)(F)c1cnc(Oc2ccccc2-c2nnc(-c3ccc(Cl)cc3)o2)c(Cl)c1 | -2 | -3 | -6 | -0.1 | 7 | -2 | -15 | -2 | 3.7
CCOc1ccc(N(CC(=O)OC)S(=O)(=O)c2c(C)noc2C)cc1 | -2 | 4 | 3 | -0.1 | 5 | -3 | 13 | 2 | 1.8
CCN(CC)S(=O)(=O)c1ccc(C(C)NC(=O)C2CCCN2C(=O)c2cccs2)cc1 (stereo not given) | 0 | 3 | -2 | -0.1 | . | . | -5 | . | -0.6
CCN1C(=O)C2(C(C(=O)c3ccc(C)o3)=C(O)C(=O)N2CCCN(C)C)c2ccccc21 (stereo not given) | -4 | -1 | -1 | -0.1 | 1 | 0 | 1 | -3 | 0.1
Brc1ccc(C2=CC(c3cccs3)n3ncnc3N2)cc1 (stereo not given) | -6 | -13 | -53 | 0.1 | 10 | 2 | -7 | -113 | -6.4
O=C(NCc1cccc(Cl)c1)c1ccc2nc[nH]c2c1 | 2 | -4 | 3 | 0.2 | -7 | 1 | 5 | 1 | 3.9
O=C(CSc1nc(-c2ccccc2)nc2ccc(F)cc12)Nc1ccc(C(=O)O)cc1 | 9 | -7 | -9 | -0.1 | 15 | 1 | . | -1 | 0.8
Cc1c(NC(=O)C2CC=CCC2C(=O)O)c(=O)n(-c2ccccc2)n1C (stereo not given) | 0 | -4 | 3 | 0.0 | 4 | -4 | -1 | 0 | -0.5
CC(=O)N1CCc2cc(S(=O)(=O)CCC(=O)NCc3ccco3)ccc21 | 2 | -6 | 0 | -0.3 | -11 | 6 | 2 | 1 | -2.9
CCN=C1SC(CC(=O)Nc2ccc3c(c2)OCO3)C(=O)N1CC (stereo not given) | -3 | 23 | 5 | -0.1 | 10 | 3 | 2 | 4 | 0.6
COc1ccc(S(=O)(=O)NCc2cccnc2)cc1C(=O)Nc1ccccc1 | 2 | 3 | 6 | 0.1 | -5 | 0 | -5 | 3 | 1.3
C=C[C@@H]1c2ccccc2N(S(=O)(=O)c2ccc(C)cc2)[C@H](c2ccc(C(F)(F)F)cc2)C1(C#N)C#N | 3 | -11 | 14 | -0.2 | . | . | -4 | . | 2.5
COc1ccc(Cl)cc1NC(=O)NC(C)C(C)(C)C (stereo not given) | 0 | 3 | 12 | -0.1 | -12 | 2 | -3 | -4 | 4.0
COc1cccc(CCN2CCC(CNS(=O)(=O)c3cc(-c4cc(C)no4)ccc3OC)CC2)c1 | -2 | -1 | -12 | -0.1 | -3 | 6 | 4 | 0 | 2.2
C=CCC1NS(=O)(=O)OC2CCCCC12 (stereo not given) | -7 | 1 | -12 | 0.1 | 5 | -2 | -3 | 4 | -1.7
CCOc1ccc(/C=N/n2cnnc2)cc1 | -4 | 3 | -1 | 4.4 | -10 | 1 | -6 | 1 | -0.6
Cc1ccc2[nH]c(CNC(=O)c3ccc(F)cc3)cc2c1 | -4 | 2 | 0 | -0.1 | 13 | 2 | 3 | 5 | 1.4
O=S(=O)(N=S(N1CCCCC1)N1CCCCC1)c1ccccc1 | -5 | 2 | 0 | 0.0 | 5 | -3 | 2 | -2 | 0.9
COc1ccc(-c2c(C)oc3c(CN4CCN(CCO)CC4)c(O)ccc3c2=O)cc1OC | -2 | 5 | 7 | 0.0 | -4 | -3 | 9 | -3 | 1.4
Cn1c(=O)c(Sc2ccc(Cl)cc2)c(O)c2ccccc21 | -1 | 4 | -15 | -0.2 | -1 | -4 | 5 | -1 | 0.5

Laid out differently: results already given.
SMILES	PP1 inh	LYPLA2 inh	PREPL inh	Efflux pump mplx	HCV core dimer	CTSL1 counter	JMJD2C inh	TPT1 inhibitor	PP5 inh
CCN=C1SC(CC(=O)Nc2ccc3c(c2)OCO3)C(=O)N1CC (stereo not given)	-3	23	5	-0.1	10	3	2	4	0.6
COc1ccc(S(=O)(=O)NCc2cccnc2)cc1C(=O)Nc1ccccc1	2	3	6	0.1	-5	0	-5	3	1.3
C=C[C@@H]1c2ccccc2N(S(=O)(=O)c2ccc(C)cc2)[C@H](c2ccc(C(F)(F)F)cc2)C1(C#N)C#N	3	-11	14	-0.2	.	.	-4	.	2.5

Filtered by structure, the entries above containing an aryl thioether with sulfur outside any ring.
SMILES | PP1 inh | LYPLA2 inh | PREPL inh | Efflux pump mplx | HCV core dimer | CTSL1 counter | JMJD2C inh | TPT1 inhibitor | PP5 inh
O=C(NCc1nnc(SCC(=O)N2CCC(Cc3ccccc3)CC2)o1)c1ccco1 | 5 | 4 | 17 | -0.1 | 2 | -5 | -3 | -1 | -0.5
c1ccc(CSc2nncn2-c2ccccn2)cc1 | -6 | 1 | -5 | -0.2 | 3 | -6 | -10 | -2 | -0.5
O=C(CSc1nc(-c2ccccc2)nc2ccc(F)cc12)Nc1ccc(C(=O)O)cc1 | 9 | -7 | -9 | -0.1 | 15 | 1 | . | -1 | 0.8
Cn1c(=O)c(Sc2ccc(Cl)cc2)c(O)c2ccccc21 | -1 | 4 | -15 | -0.2 | -1 | -4 | 5 | -1 | 0.5
